mIAP inh: inhibitors of mouse IAP, primary screen, biochemical, luminescence, uHTS; purified mouse IAP, CDP-Star luminescence, 30 min; inhibition, % at 10 µM; hit rate 0.2% among 330,000;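 active means inhibition of at least 40% at 10 µM in the primary screen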;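 further: plate controls were DMSO with enzyme for no effect and no enzyme wells for full effect; values of inactives mirror those of a sister screen read the other way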
A3A deaminase: APOBEC3A ssDNA deaminase inhibitors, primary screen, selectivity assay for APOBEC3G inhibitor project, biochemical, FAM/TAMRA oligo cleavage fluorescence; DNA dC->dU-editing enzyme APOBEC-3A (Homo sapiens), P31941; recombinant A3A, FAM/TAMRA ssDNA deamination fluorescence; inhibition, % at 20 µM; hit rate 0.41% among 330,000;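 active means at least 40% inhibition at 20 µM here, with at most 30% in a related deaminase screen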;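 further: plate controls were A3A with DMSO for no effect and wells lacking A3A enzyme for full effect; some results filed as inactive read as strong as hits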
Target sequence (P31941 whole entry, looked up): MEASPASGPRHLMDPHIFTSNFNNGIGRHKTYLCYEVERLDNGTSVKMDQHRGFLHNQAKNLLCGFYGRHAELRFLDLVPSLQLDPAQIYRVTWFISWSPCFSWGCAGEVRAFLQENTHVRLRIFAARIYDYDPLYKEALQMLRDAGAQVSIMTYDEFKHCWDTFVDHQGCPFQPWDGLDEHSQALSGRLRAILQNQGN
mIAP activ: activators of mouse IAP, primary screen, biochemical, luminescence, uHTS; hit rate 0.24% among 330,000; intestinal alkaline phosphatase [Mus musculus]; activation factor at 10 µM; muIAP, CDP-Star luminescence, 30 min; active compounds read high; 1 = vehicle-only enzyme signal, 0 = enzyme-free wells;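 active means activation factor of at least 2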; further: the source names both 10 and 20 µM as test concentration; values of inactives mirror those of a sister screen read the other way
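System: Mouse IAP enzyme | Also added: CDP-Star substrate | Dosing: Compounds dispensed in DMSO | Schedule: 30 min enzyme-substrate-compound incubation at room temperature | Technique: Chemiluminescence readout | Control set: DMSO-only wells and no-enzyme negative control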
TIM10 inh: growth inhibitors of isogenic TIM10 control yeast, primary screen, counter-screen for tim10-1 yeast inhibitor project, luminescence, uHTS | S. cerevisiae TIM10 strain growth, BacTiter-Glo luminescence, 24 h | AID 463195, 2010 | inhibition, % at 10 µM | hit rate 1.4% among 330,000;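 active means inhibition of 40% or more at the single tested concentration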;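 further: wild-type TIM10 isogenic control strain grown at permissive 25 °C; 0% = DMSO yeast wells and 100% = minimal medium wells without yeast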
A3G deaminase: APOBEC3G DNA deaminase inhibitors, primary screen, biochemical, fluorescence, single-stranded DNA substrate, uHTS. DNA dC->dU-editing enzyme APOBEC-3G (Homo sapiens), Q9HC16. recombinant A3G, ssDNA deamination FAM/TAMRA fluorescence. inhibition, % at 20 µM. hit rate 0.28% among 330,000. AID 493012, 2011;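 active means inhibition of at least 40% at 20 µM, with no more than 30% in the related APOBEC3A deaminase screen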;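 further: plate controls were DMSO wells with A3G for no effect and wells lacking A3G enzyme for full effect; some compounds called inactive have numbers as strong as hits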
NLRP3 yeast inh: NALP3 inflammasome inhibitors in reconstituted yeast, primary screen, luminescence, uHTS; Yeast reconstituted NLRP3/ASC/caspase-1, beta-gal luminescence, 24 h; inhibition, % at 10 µM; hit rate 0.39% among 330,000;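 active means inhibition of 50% or more; inactive means inhibition below 50%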;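 further: plate controls were induced DMSO wells for no effect and uninduced yeast grown without galactose for full effect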
hIAP inh: human IAP inhibitors, primary screen, biochemical, luminescence, uHTS; Intestinal-type alkaline phosphatase (Homo sapiens), P09923; purified IAP, CDP-Star luminescence, 30 min; inhibition, % at 10 µM; hit rate 0.12% among 330,000; AID 2544, 2010;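 active means inhibition reaching a set limit with compound at 10 µM in the primary screen, cut at about 35% in these data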;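 further: plate controls were DMSO wells with enzyme for no effect and no-enzyme buffer wells for full effect; values of inactives mirror those of a sister screen read the other way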
Target sequence (P09923 whole entry, looked up): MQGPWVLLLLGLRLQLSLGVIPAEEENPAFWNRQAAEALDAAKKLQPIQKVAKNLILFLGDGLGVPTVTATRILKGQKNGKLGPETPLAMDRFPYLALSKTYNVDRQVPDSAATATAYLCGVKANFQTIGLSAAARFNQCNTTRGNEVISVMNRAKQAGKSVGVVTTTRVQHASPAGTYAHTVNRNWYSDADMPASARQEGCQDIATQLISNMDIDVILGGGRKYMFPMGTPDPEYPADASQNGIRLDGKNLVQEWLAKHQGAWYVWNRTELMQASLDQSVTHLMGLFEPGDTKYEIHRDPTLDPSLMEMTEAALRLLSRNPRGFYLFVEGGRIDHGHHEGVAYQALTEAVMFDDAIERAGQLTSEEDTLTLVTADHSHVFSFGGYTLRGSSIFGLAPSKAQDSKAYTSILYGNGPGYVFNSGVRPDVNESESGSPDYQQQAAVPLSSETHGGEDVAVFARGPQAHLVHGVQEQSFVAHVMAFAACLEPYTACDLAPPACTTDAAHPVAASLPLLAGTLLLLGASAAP
MIN6 prolif: inducers of MIN6 beta-cell proliferation, primary screen, ATP luminescence, uHTS. MIN6 cells proliferation, ATPlite luminescence, 48 h; cells starved in 0.2% serum; 100% = growth in 10% serum. proliferation, % at 10 µM. hit rate 0.29% among 330,000. AID 2380, 2010;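 active means compounds whose signal lies at least 3.5 SD above the mean of all wells on their plate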;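 further: 0% = DMSO-treated cells in low-serum medium and 100% = 10% serum control; some compounds called inactive have numbers as strong as hits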
tim10-1 inh: growth inhibitors of tim10-1 mutant yeast, primary screen, luminescence, uHTS. S. cerevisiae tim10-1 ts strain growth, BacTiter-Glo, 24 h. inhibition, % at 20 µM. hit rate 2.2% among 330,000. AID 463190, 2010;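 active means inhibition of at least 40%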;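 further: mutant grown at 25 °C; 0% = DMSO wells with yeast and 100% = wells holding no yeast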
An asterisk follows results filed as active.

SMILES	mIAP inh	A3A deaminase	mIAP activ	TIM10 inh	A3G deaminase	NLRP3 yeast inh	hIAP inh	MIN6 prolif	tim10-1 inh
O=C(OCc1cc(=O)n2ccsc2n1)c1ccccc1NCCO	13	35	0.87	-17	23	8	8	4	-8
COc1ccc2ccccc2c1/C=N/NC(=O)c1nnn(-c2nonc2N)c1C(C)C	-1	-2	1	5	20	29	7	-7	-3
O=C1c2ccccc2C(=O)C12OC2c1cccc2ccccc12 (stereo not drawn)	8	0	0.92	17	5	5	-7	0	24
c1cc2c3c(cccc3c1)NC1(CCC3(CC1)Nc1cccc4cccc(c14)N3)N2	4	3	0.96	-60	1	21	-2	-6	-11
O=C1c2cccc3cccc(c23)C(=O)N1Cc1cccnc1	4	-3	0.95	22	-11	21	-2	-1	23
CCN(CC(=O)Nc1cc(Cl)ccc1-n1cncn1)Cc1nc2ccccc2c(=O)[nH]1	-21	-1	1.2	-7	1	8	-92	-5	3
O=C1CC(N2CCOCC2)C(=O)N1Cc1ccc(N2CCCC2=O)cc1 (stereo not drawn)	-6	0	1.1	-6	-2	-1	-4	2	-2
Cc1ccc(-c2noc(CNS(=O)(=O)c3ccccc3)n2)cc1	1	0	0.99	19	-1	1	-23	-4	33
CCOC(=O)N1CCN(C(=O)c2cc(C)c3c(C)nn(-c4ccccc4)c3n2)CC1	-2	-1	1	27	-2	6	1	-2	11
O=C(NCc1ccccc1Cl)c1cccc(C(F)(F)F)c1	-4	4	1	12	3	7	10	1	24
COc1ccc(Br)cc1CNC(=O)C1CCCN(S(C)(=O)=O)C1 (stereo not drawn)	-7	-4	1.1	-13	-6	8	-10	0	-2
CN(C)S(=O)(=O)c1ccc(/C(O)=C2/C(=O)C(=O)N(CCCN3CCOCC3)C2c2ccncc2)cc1 (stereo not drawn)	11	-1	0.89	10	-4	6	9	0	3
COc1cccc(C(=O)Nc2nnc(-c3ccccc3)s2)c1OC	-2	-3	1	9	-15	30	-22	-1	8
CSCC[C@H](NC(=O)C1CCCC1)c1nc2ccccc2[nH]1	3	0	0.97	1	-3	13	-4	-2	5
Cc1c(C(=O)N2CC(C)OC(C)C2)sc2nc(-c3ccc(F)cc3)cn12 (stereo not drawn)	8	-3	0.92	-1	-5	16	-8	3	30
Cc1ccc(C(C)(C)C)cc1S(=O)(=O)NC(=O)c1ccccc1	3	-4	0.97	-2	-8	-1	-5	2	-3
CC1CCN(C(=O)COC(=O)[C@H](C)NS(=O)(=O)/C=C/c2ccccc2)CC1	4	3	0.96	-18	-3	14	18	-4	-1
COc1ccccc1NC(=O)C(=O)NCC1COc2ccccc2O1 (stereo not drawn)	6	2	0.94	14	1	31	-2	2	0
CCOc1cc(-n2nc(C)c(C#N)c2N)nc(SC)n1	-7	0	1.1	-8	-8	17	-3	-1	13
CC1=CC2=NC(=O)/C(=C\c3ccc(OC(=O)c4ccco4)cc3)C(=N)N2O1	9	-2	0.91	-1	5	7	17	1	3
CC(C)NC(=O)CC(c1ccccc1)c1cc(Br)ccc1O (stereo not drawn)	5	1	0.95	13	-1	1	3	-1	23
Cc1cc(N2CCN(C(=O)c3ccco3)CC2)n2nc(-c3cccc(Cl)c3)cc2n1	0	0	1	34	-5	20	-12	-5	40
CCCCCCC(=O)N(O)C1CC(=O)N(c2ccc(C)cc2)C1=O (stereo not drawn)	17	0	0.83	37	39	-1	4	-6	71*
O=C(Nc1cc(C(=O)N2CCCC2)ccc1N1CCCC1)C1CC1	-4	-1	1	-5	-11	-1	-8	-3	17
COCCCNC(=O)Cn1c(=O)n(CCCCCC(=O)Nc2ccccc2)c(=O)c2sccc21	-5	0	1.1	-23	-4	10	-8	0	15
CCOC(=O)c1cnn(CCOC(=O)C(C)(C)C)c1NC(=O)C(C)(C)C	12	3	0.89	8	-2	10	-11	-2	10
NN(Cc1ccccc1)C(=S)Nc1ccc(Cl)c(Cl)c1	4	-2	0.96	50*	-7	8	0	-2	41*
COc1ccc(CC(=O)Nc2ccc(S(=O)(=O)Nc3onc(C)c3C)cc2)cc1OC	0	-6	1	11	-9	14	2	0	4
COC(=O)COc1ccc(S(=O)(=O)N2CCCCCC2)cc1C	-2	0	1	3	-2	21	-11	1	8
N#C/C(C(=O)N1CCCCC1)=C1/N=C(N)c2ccccc21	3	1	0.97	4	-3	11	3	0	2

Complete entries, quoted from the list. Order of screens: mIAP inh, A3A deaminase, mIAP activ, TIM10 inh, A3G deaminase, NLRP3 yeast inh, hIAP inh, MIN6 prolif, tim10-1 inh
COCCCNC(=O)Cn1c(=O)n(CCCCCC(=O)Nc2ccccc2)c(=O)c2sccc21 across the screens: -5, 0, 1.1, -23, -4, 10, -8, 0, 15
CCOC(=O)c1cnn(CCOC(=O)C(C)(C)C)c1NC(=O)C(C)(C)C across the screens: 12, 3, 0.89, 8, -2, 10, -11, -2, 10

Other compounds:
SMILES	mIAP inh	A3A deaminase	mIAP activ	TIM10 inh	A3G deaminase	NLRP3 yeast inh	hIAP inh	MIN6 prolif	tim10-1 inh
CCOC(=O)c1nn(-c2cccc(Cl)c2)c(C)c1C(C)=O	-2	-2	1	27	-6	5	-17	-1	27
O=C(Nc1ccc(F)cc1)c1ccc(S(=O)(=O)NCc2cccnc2)cc1	-11	1	1.1	-18	-4	15	-2	-1	-5
CC(c1ccccc1)N1CCc2[nH]c(=S)[nH]c(=O)c2C1 (stereo not drawn)	-6	-2	1.1	-7	35	25	2	0	11
COC(=O)c1ccc(/C=N/Nc2nc(-c3ccccc3)cs2)cc1	-2	-1	1	9	-1	16	7	0	7
c1ccc2oc(-c3ccc(Nc4nc(N5CCCCC5)nc(N5CCOCC5)n4)cc3)nc2c1	10	4	0.9	25	0	0	18	-5	23
Cc1noc(/C=C/N(C)C)c1S(=O)(=O)N(C)CC(=O)NC1CCCCC1	-11	-11	1.1	-5	-10	3	-27	-3	5
CCOc1ccc(C(=O)Nc2nnn(CC)n2)cc1	-4	-3	1	9	-3	8	13	-3	6
CC(C)(C)N(Cc1ccccc1)C(=O)COC(=O)CN1C(=O)C2CC=CCC2C1=O (stereo not drawn)	5	-1	0.95	15	-3	5	-3	2	22
COc1ccc(C)cc1NC(=O)c1ccc(CN2CCN(c3ccccc3)CC2)cc1	2	-2	0.98	21	-3	34	-1	-1	46*
CCOC(=O)C1=C(C)NC(=O)CC1c1cc2c(cc1[N+](=O)[O-])OCO2 (stereo not drawn)	18	1	0.82	8	-2	4	14	1	-22
CC(NC(=O)CN1C(=O)NC2(CCCCCCC2)C1=O)c1ccccc1 (stereo not drawn)	-7	2	1.1	7	-2	-2	-8	9.5*	0
O=S(=O)(c1cccs1)N1CCN(CCOc2ccccc2)CC1	2	5	0.98	-11	-2	-18	-13	-3	9
CCOC(=O)COc1nc(Nc2ccccc2C)nc(N(C)C)n1	5	-2	0.95	22	-5	8	2	0	4
COC(=O)c1ccc(COc2ccc(/C=N/N3CCN(C)CC3)cc2)cc1	4	-3	0.96	18	-11	-2	-1	1	15
Cc1ccc(F)c(NC(=O)c2ccc(Cn3cc(Cl)cn3)cc2)c1	14	0	0.86	25	1	41	5	-1	30
CC12CCC(C/C1=N/OC(=O)c1cccc([N+](=O)[O-])c1)C2(C)C (stereo not drawn)	6	2	0.94	62*	4	13	-3	-2	42*
COc1ccc(NS(=O)(=O)c2ccc(NS(=O)(=O)c3ccc(C)cc3)cc2)nn1	7	3	0.93	0	1	8	13	-3	-9
O=C(NCCN1CCCCC1)Nc1ccccc1	9	-3	0.91	5	-9	1	16	-1	11
COc1ccc(C(=O)C[n+]2ccc3c(c2)nc(-c2cc(OC)c(OC)cc2OC)n3C)cc1	7	-1	0.93	10	-4	-6	-4	0	-2
CCN(CC)c1ccc(/C=C2\SC(=O)N(C(C)C)C2=O)o1	22	-4	0.79	57*	-1	52*	-4	-4	62*
CCCCc1ccc(NC(=O)N[C@@H](CC(C)C)C(=O)O)cc1	-2	0	1	10	-5	-4	-6	2	4
CC1=CC(C)(C)Nc2ccc(OC(=O)CN3C(=O)C4CCCCC4C3=O)cc21 (stereo not drawn)	-12	-3	1.1	29	-6	12	0	0	43*
COc1ccccc1NC(=O)c1cc2cc(Br)ccc2oc1=N	11	-3	0.89	18	-9	23	21	-3	19
CCN(CC)S(=O)(=O)c1cccc(NC(=O)c2cc(=O)[nH]c3ccccc23)c1	-5	1	1	8	-3	-13	-2	-1	2
Cc1ccc(S(=O)(=O)n2nnc3ccccc32)c(C)c1C	11	0	0.89	3	-4	8	-4	-2	-5
Cc1cc(Nc2ccccc2)n(C(=O)c2ccc(Cl)cc2)n1	-10	-2	1.1	13	-4	16	-3	-3	21
COc1ccc(C(=O)N2CCN(Cc3cc(OC)ccc3OC)CC2)cc1	-4	-5	1	1	-5	21	-26	-2	11
N/C(=N\OC(=O)c1ccccc1)c1cccnc1	-1	0	1	-3	5	-4	-24	-5	14
O=C(c1ccc(CN2CCc3ccccc3C2)cc1)N1CCCCC1	0	-4	1	4	-6	7	-18	-2	4
O=C(NCc1cccs1)c1cc2ccccc2o1	0	0	1	0	-5	28	-16	-3	12
COc1ccc(C2c3ccc4ccccc4c3Oc3ncn(CCCO)c(=N)c32)cc1OC (stereo not drawn)	-5	2	1	-2	-4	4	-29	-6	-18
O=C(COC(=O)CNC(=O)c1ccccc1F)Nc1ncc(Cl)cc1Cl	6	7	0.94	-4	2	13	16	-2	2
CC(=O)N=C1C=CC(=CN(O)C(C)(C)Cc2ccccc2)C=C1	-7	-4	1.1	1	-10	4	-3	2	9
CCOC(=O)[C@@H]1[C@H]2COc3cc(OC)ccc3[C@@H]2N2C(=O)N(c3ccc(Cl)cc3)C(=O)[C@@]12C	-16	0	1.2	10	-2	11	0	-6	20
CCCc1cc(=O)oc2cc(C)cc(OC(C)C(=O)NCC(O)c3ccccc3)c12 (stereo not drawn)	-4	-2	1	8	-4	3	13	7	21
CC1=C(C(=O)c2ccccc2)C(c2cn(-c3ccccc3)nc2-c2ccc(Cl)cc2)NC(=S)N1 (stereo not drawn)	8	-2	0.92	19	-8	19	-13	-6	31
COc1ccc(C2CN=NC23CCCc2ccccc2C3=O)cc1 (stereo not drawn)	2	0	0.98	7	-5	22	12	-1	10
COc1ccc(C(=O)Nc2cc3c(cc2C#N)OCO3)cc1S(=O)(=O)NCc1ccco1	0	6	1	-7	-2	17	5	1	6
COc1ccc(CNCCCSc2ncccn2)c(OC)c1	-6	-4	1.1	4	-5	10	-26	1	3
CC(C)Oc1ccc(C(=O)N2CCN(C(=O)c3ccco3)CC2)cc1	2	-4	0.98	0	-4	-2	-16	0	6
Cc1nc2nc(C)c(NS(=O)(=O)c3ccc(CC(C)C)cc3)c(=O)n2[nH]1	-3	-6	1	-12	2	-1	-3	-3	8
COC(=O)C1CCN(C(=O)/C=C/c2ccc(OC)cc2)CC1	-1	-3	1	-16	-3	2	-4	-3	19
